telomere uncapping: survival after telomere uncapping, modulators, primary screen, cell-based (AID 1259312); fold change at 10 µM; actives 4.5% (n = 4,500); HCT116 + Ad-hTR-mut, survival, MTT, 5 d; stronger effect = higher value;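 active = cell survival measured by absorbance rises more than 2.5-fold over infected cells without compound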;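 note: virus expresses mutant telomerase RNA that uncaps telomeres and kills cells; compound added 2 days after infection so exposure lasts 3 days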
Numbers without * were called inactive; i = inactive; + = active, no number. An excerpt (hit frequency here may not be typical).

Compound	telomere uncapping
Clc1ccc(N=Cc2c[nH]c3ccccc23)cc1Cl	i
S=c1[nH]c(-c2ccccc2)c(-c2ccccc2)[nH]1	-2.7
O=C(Cn1c(C(F)(F)F)nc2ccccc21)NCc1ccco1	-1.7
CN(C)c1ccc(C2OCC(C)([N+](=O)[O-])CO2)cc1 (stereo not given)	-1.6
O=c1cc(-c2ccccc2)nc(SCc2nc3ccccc3[nH]2)[nH]1	i
CC1(C)CC2(CC(C)(C)NC(=O)N2)NC(=O)N1	1.2
O=[N+]([O-])c1ccc(OC2OC(CO)C(O)C(O)C2O)cc1 (stereo not given)	1.1
Nc1nonc1OCCNc1ccccc1	1.2
O=[N+]([O-])c1ccc(O)c(N=Cc2cc(Br)cc(Br)c2O)c1	+
Cc1cccc[n+]1CC(=O)c1ccccc1	1.3
O=[N+]([O-])c1cc(C(F)(F)F)ccc1N1CCCC1	-1.2
COCC(C)NC(=O)Cc1cccs1 (stereo not given)	-1.6
Cc1ccc2[nH]c3nc4ccccc4nc3c2c1	-1.3
CSc1nc(N)nn1-c1ccccc1	-2.2
Cc1cc(O)c(C(C)(C)C)cc1S(=O)c1cc(C(C)(C)C)c(O)cc1C	-11
Cc1sc2ccccc2[n+]1CCCS(=O)(=O)[O-]	3*
CCc1ccc(-c2c(C#N)c(N)nc3c2CCCCC3)s1	-2
CC1=Nc2ccccc2/C1=C\c1sc(=N)n(-c2nccs2)c1O	i
COC(=O)C1=C(C)NC(=O)NC1c1cccs1 (stereo not given)	-3.7
Cc1cc(C)c(C)c(/C=C(\C#N)C(N)=S)c1C	1.3
Cc1[nH]nc2c1C1(C(=O)Nc3ccccc31)C(C#N)=C(N)O2 (stereo not given)	5.1*
Cn1c(=O)c2c(nc(Sc3ncn[nH]3)n2C)n(C)c1=O	2
Cn1c(SCc2ccon2)nc2sc3c(c2c1=O)CCC3	-1.9
Nc1ccc2nn(-c3ccc(F)cc3)nc2c1	1.9
Cc1ccc(-c2nnc3s/c(=C\c4ccc(C)o4)c(=O)n23)cc1	-1.2
CSc1ccc(C2NC(=O)c3c(sc4c3CCCC4)N2)cc1 (stereo not given)	1.2
O=C1OCc2cc(NC(=O)C34CC5CC(CC(C5)C3)C4)ccc21	-1.1
O=C1CN(C(=O)CCCc2c[nH]c3ccccc23)c2ccccc2N1	1.1
CCCCCCCN=C(C)c1c(C(F)(F)F)[nH]n(-c2nc3ccccc3s2)c1=O	+
CCCCC(CC)C(=O)N(CC#N)CC#N (stereo not given)	-1.1
COC(=O)[C@@H]1C(O)CCC2CN3CCc4c([nH]c5ccccc45)C3CC21 (stereo not given in full)	-1.3
O=[N+]([O-])c1ccc2[nH]c3c(c2c1)CCCC3	-2.5
NC(Cc1c[nH]c2ncccc12)C(=O)O (stereo not given)	1.2
COc1ccc2c3c1OC1C[C@@H](O)C=C[C@@]31CCN(C)C2 (stereo not given in full)	1.3
CCOC(=O)C(=O)Nc1nnc(C)s1	-1.1
N#CC1=C(N)Oc2c(c3ccccc3oc2=O)C12C(=O)Nc1ccc(Br)cc12 (stereo not given)	2.6*
COC(=O)c1c(N)sc2c1CCC(C(C)(C)C)C2 (stereo not given)	1.6
Cc1nn(C)cc1CNC(=O)c1ccc(Br)o1	-3.2
CS(=O)(=O)N1CCc2cc(S(=O)(=O)NCCNS(=O)(=O)c3ccc4c(c3)CCN4S(C)(=O)=O)ccc21	1.9
CCCCc1ccc(C2C3=C(CC(C)(C)CC3=O)OC3=C2C(=O)CC(C)(C)C3)s1	-1.4
c1ccc(CSc2ncn[nH]2)c(CSc2ncn[nH]2)c1	-1.3
Nc1ccc(O)c(-c2nc3cc(Cl)ccc3o2)c1	i
COc1cc(C2Nc3cc(C)c(C)cc3NC3=C2C(=O)CC(C)(C)C3)c(OC)cc1Br (stereo not given)	1.2
CC(NS(=O)(=O)N(C)C)c1ccccc1 (stereo not given)	-1.2
COc1c2c(c(CSc3nnnn3-c3ccccc3)c(OC)c1OC)C(=O)OC2	-1.5
CCOC(=O)/C(C#N)=C\c1ccsc1Br	-1.2
O=C(O)C1=C[C@@H](O)[C@@H](O)[C@H](O)C1	1.1
CC(C)(C)C1CCC2(CC1)SCC(=O)N2c1cc(Cl)cc(Cl)c1 (stereo not given)	1
CCCCOc1ccc(C2C(C#N)=C(N)Nc3oc(OC)nc32)cc1CCC (stereo not given)	-1.9
c1csc(CNc2ccc(NCc3cccs3)cc2)c1	1.2
CC1CCN(S(=O)(=O)c2ccc(Cl)cc2)CC1	1.9
O=S(=O)(Nc1ncccn1)c1ccc(F)cc1	1.1
CCN(C(=O)Cc1cccs1)C1CCCCC1	-1.1
COC(=O)C1=C(C)NC2=C(C(=O)CC(C)(C)C2)C1c1cc2c(cc1Br)OCO2 (stereo not given)	-1.2
O=C1C(N(CO)C(=O)NCO)N(CO)C(=O)N1CO (stereo not given)	-1
CCN(CC)CC#CCOC(C)n1cccc1-c1ccccc1 (stereo not given)	1.1
Cc1cc(/C=C(/C#N)C(N)=S)c(C)s1	-1.4
CCc1cc(-c2nc(N)ncc2-c2csc(C)n2)c(O)cc1OC	i
CC(=O)c1cc2c(cc1NC(=O)c1ccc(CSc3cn[nH]n3)cc1)OCO2	-1.2
Nc1ncnc2c1nc(Br)n2[C@@H]1O[C@H](CO)[C@@H](O)[C@H]1O	-1.1

Ordered by molar mass (rising): part of the list above
Compound	telomere uncapping
Nc1ccc2nn(-c3ccc(F)cc3)nc2c1	1.9
CCN(C(=O)Cc1cccs1)C1CCCCC1	-1.1
S=c1[nH]c(-c2ccccc2)c(-c2ccccc2)[nH]1	-2.7
N#CC1=C(N)Oc2c(c3ccccc3oc2=O)C12C(=O)Nc1ccc(Br)cc12 (stereo not given)	2.6*

(further entries)
Compound	telomere uncapping
O=C1ON=C(c2ccc(Br)cc2)/C1=C/C1=COc2ccccc2O1	-1.2
CS(=O)(=O)N1CCCc2cc(S(=O)(=O)N3CCCC3)ccc21	-1.4
CC(C)(C)Sc1ccc(C(=O)O)s1	1.4
Cc1cccc[n+]1C1[C@@H](c2cccnc2)C(C#N)=C([S-])N[C@]1(C)O (stereo not given in full)	-1.3
CCCCc1ccc(-c2c(C#N)c(N)nc3c2CCCCCC3)s1	-4.8
CC1(C)C2C[C@@H]1CC=C2CCO	1.2
Cc1c(-c2c(C)c(=O)c3c(C(C)C)c(=O)c(=O)c(C=O)c-3c2=O)c(O)c2c(C=O)c(O)c(O)c(C(C)C)c2c1O	i
COc1ccc(S(=O)(=O)N2CCN(CCO)CC2)cc1	-1.2
CCN(CC)C(=O)CN1C(=O)c2ccccc2S1(=O)=O	-1.4
Cc1ccc(C2C(C#N)=C(N)Oc3n[nH]c(C)c32)s1 (stereo not given)	-2.7
CCN(CC)S(=O)(=O)c1ccc2c(c1)CCN2C(C)=O	1.7
CC[C@H](c1ccc(O)cc1)[C@@H](CC)c1ccc(O)cc1	-1.2
O=C1NC(=O)/C(=C/c2cc(Br)ccc2OCc2ccc(F)cc2)N1	-1.1
CC(C)(C(=O)Nc1ccc2oc3c(c2c1)CCCC3)C(=O)Nc1ccc2oc3c(c2c1)CCCC3	-1.1
O=Cc1cn[nH]c1-c1ccc(Cl)c(Cl)c1	-1.1
O=C(N=Nc1c(O)[nH]c2ccccc12)c1ccco1	i
Oc1[nH]c2ccccc2c1N=Nc1nc(Nc2ccccc2)nc(Nc2ccccc2)n1	i
N#Cc1c(/N=C/c2c(Cl)cccc2Cl)sc2c1CCC2	-3.4
O=C1NC(c2c(F)cccc2Cl)C(C(=O)C(F)(F)F)C(O)(c2ccccc2)N1 (stereo not given)	1.5
N#CC1(C#N)[C@@H]2c3ccccc3C=CN2[C@@H](C(=O)c2ccccc2)[C@@H]1c1ccsc1	2.1
CC(=O)n1c2ccc(F)cc2c2nc3ccccc3nc21	-1.2
O=S(=O)(c1ccc2c(c1)OCCO2)N1CCCCC1	-1.4
CNc1nc(Cl)nc(Cl)n1	-2.6
O=C1NC(=S)S/C1=C\c1cn(CCOc2ccccc2F)c2ccccc12	1.9
O=C(O)CCSc1ncnc2ccccc12	-3.1
CCO[C@H]1C=C[C@@H](OC(C)=O)[C@H](COC(C)=O)O1	1.1
CCOC(=O)c1cn(-c2ccc(F)cc2F)c2nc(Cl)c(F)cc2c1=O	-3.4
CC(C)CC(N)C(N)=O (stereo not given)	-2.7
CC(C)N1C(=O)/C(=C\c2c(N(C)Cc3ccccc3)nc3ccccn3c2=O)SC1=S	-1.1
CC(O)Cc1nnc(SCC(=O)n2c3c(c4c2CCCC4)CCCC3)n1C (stereo not given)	-1.5
CCCN(CCC)C(=O)c1c(NC(=O)c2ccco2)sc2c1CCC(C)C2 (stereo not given)	1.4
O=C(NC12CC3CC(CC(C3)C1)C2)N1CCN(c2ccccc2)CC1	-1.6
CC(C)(C)c1cc(C(c2cc(C(C)(C)C)c(O)c(C(C)(C)C)c2)c2ccco2)cc(C(C)(C)C)c1O	-1.3
Clc1nsnc1N1CCOCC1	1.3
Clc1ccc(N=Cc2cccs2)cc1	1.2
COc1ccccc1OCCSc1nc2ccccc2o1	-1.2
O=C(Nc1ncccn1)c1cccs1	-1.3
CCOC(=O)C1=C(C)OC(N)=C(C#N)C1c1ccc(CC)s1 (stereo not given)	1.3
CN(c1nc2ccccn2c(=O)c1/C=C1\SC(=S)N(C2CCS(=O)(=O)C2)C1=O)C1CCCCC1 (stereo not given)	-1.6
N#CC1=C(N)Oc2[nH]c(=O)[nH]c(=O)c2C1c1ccc(F)cc1 (stereo not given)	-2.2
CC(Sc1ncnc2ccccc12)C(=O)O (stereo not given)	1.1
Cc1cc(C)c(COc2ccc(F)cc2)c(C)c1C=C(C#N)C#N	-1.8
Cc1c(C(=O)NNC(=O)c2nn(C)cc2Br)nnn1-c1nonc1N	1.9
Cc1cc(Br)c(S(=O)(=O)C(C)(C)C)c(Br)c1	-3.4
O=[N+]([O-])c1ccc(O)c(C=Nc2ccc(I)cc2)c1	i
CN(c1nc2ccccn2c(=O)c1/C=C1\SC(=S)N(CC2CCCO2)C1=O)C1CCCCC1 (stereo not given)	-1.3
COc1cc(O)c(-c2nc(C)nc(C(F)(F)F)c2-c2csc(C)n2)cc1C	i
N#CC1=C(N)C(C#N)=c2s/c(=C/c3c(F)cccc3Cl)c(=O)n2C1c1c(F)cccc1Cl (stereo not given)	3*
O=C(Nc1ccc2c(c1)OCO2)C1CC(=O)N(C2CCCCC2)C1 (stereo not given)	1.1
Cc1ccc(C2C(C#N)=C(N)SC(N)=C2C#N)s1	-1.8
O=S(=O)(Cc1ccccc1)Nn1cnnc1	1.3
Oc1ccc2ccccc2c1Sc1c(O)ccc2ccccc12	-3
Cn1c(CCc2ccccc2)n[nH]c1=S	-1.6
CCN1C(=O)C2(c3ccccc31)c1ccc3ccccc3c1Oc1ccc3ccccc3c12 (stereo not given)	1
O=C(CSC1=NC2CCCCC2N1)N1CCOCC1 (stereo not given)	-3.2
CC(=O)Nc1nc(C)c(S(=O)(=O)Cl)s1	-1.2
CC1=C(C2CC(=O)N(c3ccccc3)C2=O)CCC2C(=O)N(c3ccccc3)C(=O)C12 (stereo not given)	1.1
N#Cc1c(C(F)(F)F)cc(-c2cccs2)oc1=S	-2.6
CC(C)Cn1c(=S)[nH]c2ccccc2c1=O	-1.5
CC(C)(C)c1cc(Cl)cc(Cc2cc(C(C)(C)C)c(O)c(C(C)(C)C)c2)c1O	-1.4

The listing continues.
Compound	telomere uncapping
O=C1C2OCC(O2)[C@@H]2[C@@H]1[C@@H]1c3ccccc3C=CN1[C@H]2C(=O)c1ccccc1 (stereo not given in full)	-1.4
O=C(O)C1(O)CC(O)C(O)C(O)C1 (stereo not given)	-1.9
O=[N+]([O-])c1cc(C(F)(F)F)cc([N+](=O)[O-])c1N1CCN(c2ccc(F)cc2)CC1	-1.5
COc1cccc2c(C)nc(N=C(N)N)nc12	1.7
O=c1c2ccccc2oc2ccccc12	-1.9
c1ccc(OCc2nc3ccccc3[nH]2)cc1	-1.1
NC(=O)C1CCN(S(=O)(=O)c2ccc3c(c2)OCCO3)CC1	-1.7
O=C1COc2ccc(S(=O)(=O)N3CCCCC3)cc2N1	1.1
O=c1ccc2ccc(OCCn3cnc([N+](=O)[O-])n3)cc2o1	1
CCCCCOC(=O)C1=C(C)O[C@]23OC(N)=C(C#N)[C@]12C(=O)c1ccccc13	-1.7
N#C/C(=C\c1c(Cl)cccc1Cl)c1ccccn1	-6.7
O=C(C1CC(=O)N(c2ccc(F)cc2)C1)N1CCCC1 (stereo not given)	-1.8
CCOc1ccc2c(c1)-c1c(sn(-c3ccc(OC)cc3)c1=S)C(C)(C)N2	-1.1
N#CCN(CC#N)C(=O)c1ccco1	-1.9
FC(F)(F)c1[nH]nc(-c2ccccc2)c1Cl	-1.5
O=C(c1ccc(-c2cccs2)[nH]1)C(F)(F)F	-1.9
N=C1S/C(=C/c2cn[nH]c2-c2ccc(F)cc2)C(=O)N1c1nonc1N	-1.4
Oc1cc(O)c2c(c1)O[C@H](c1ccc(O)c(O)c1)[C@@H](O)C2	-1.9
Nc1nc(-c2ccc(OCc3ccc(Cl)cc3)cc2O)c(-c2ccc(Cl)cc2)c(C(F)(F)F)n1	i
C=CCOC(=O)C1=C(C)N(CC)C(=O)NC1c1cc2c(cc1Br)OCO2 (stereo not given)	-1.1
Cc1cc(/C=c2\sc3nc4ccccc4n3c2=O)c(C)n1C1CCCC1	-1
